From PubChem
Exocytosis inh = lytic granule exocytosis inhibition; TALL-104 LAMP-1 surface exposure, flow cytometry; cells stimulated with thapsigargin and PMA; inhibition, % at 10 µM; hit rate 0.66% among 360,000; AID 651702;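 active means inhibition above about 55%, limit read from the data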
Cardio protect = protects H9c2 cardiomyocytes from peroxide injury; protection from H2O2 cell death, % at 20 µM; AID 588492; hit rate 0.63% among 360,000; H2O2 injury protection, ATPLite, 2 h;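 active means compounds giving at least 50% protection of heart cells from peroxide-induced death in the single-dose screen, raw or plate-pattern-corrected value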;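 further: 0% = DMSO wells with peroxide and 100% = DMSO wells without peroxide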
PDI inh = PDI (human) enzyme inhibition; P07237; PDI insulin aggregation turbidity, A650, 90 min; inhibition, % at 10 µM; hit rate 0.052% among 350,000; AID 588391;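 active means mean inhibition across replicates of 30% or more, whatever share of single replicates reach that level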;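 further: absorbance from insulin aggregation driven by PDI reduction with DTT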
Target sequence (P07237 whole entry, looked up): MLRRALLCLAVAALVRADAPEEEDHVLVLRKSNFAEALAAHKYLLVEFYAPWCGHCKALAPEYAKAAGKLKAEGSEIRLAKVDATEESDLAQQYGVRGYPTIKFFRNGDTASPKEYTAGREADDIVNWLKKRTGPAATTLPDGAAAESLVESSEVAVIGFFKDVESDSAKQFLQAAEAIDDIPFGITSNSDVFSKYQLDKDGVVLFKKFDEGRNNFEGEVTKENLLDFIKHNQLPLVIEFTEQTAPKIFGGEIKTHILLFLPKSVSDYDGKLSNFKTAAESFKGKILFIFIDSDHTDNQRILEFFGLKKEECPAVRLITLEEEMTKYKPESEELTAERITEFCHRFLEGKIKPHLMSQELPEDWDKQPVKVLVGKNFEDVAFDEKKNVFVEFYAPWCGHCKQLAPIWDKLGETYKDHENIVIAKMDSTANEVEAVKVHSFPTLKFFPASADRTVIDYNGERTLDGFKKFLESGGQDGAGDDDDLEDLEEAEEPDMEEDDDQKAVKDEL
iPSC survival up = increases survival of single human iPS cells; survival enhancement, % at 20 µM; hit rate 0.044% among 360,000; hiPSC single-cell survival, ATPlite luminescence; 100% = ROCK inhibitor wells, 0% = DMSO; in the data active means survival enhancement above about 18%;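 further: cells exposed to compounds for 16 hours before the ATP read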
aDG glyco up = increases alpha dystroglycan glycosylation. hit rate 0.22% among 360,000. Pro5-aDG cells, alpha-DG glycosylation AlphaScreen (IIH6); 0% Pro5, 100% B10-LARGE cell signal. activation, % at 10 µM;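 active means activation of at least 8% versus controls, or a plate z-score of at least 8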;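 further: Pro5 are CHO cells carrying HIG-tagged alpha-DG that lacks glycosylation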
Vif inh = blocks HIV Vif function; HEK293T cells, Vif self-association by quenched fluorescence, imaging, 24 h; inhibition, % at 7.49 µM; hit rate 0.35% among 340,000; AID 602346; in the data active means inhibition above about 50%, passing the limit was not always enough; further: some results filed as inactive read as strong as hits
Glyco luc inh = blocks N-linked glycosylation in D54 reporter cells; D54 ERlucT glycosylation luciferase reporter, 24 h; percent of 100 nM tunicamycin response; reporter increase, % at 12.5 µM; hit rate 0.23% among 360,000; AID 588692;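 active means mean luciferase reporter signal, scaled so untreated is 0 and the glycosylation-blocking control 100, at or above a set limit in every replicate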;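 further: luciferase carries N-glycosylation sites so blocking glycosylation raises the light; 0% = median of neutral control wells and 100% = median of 100 nM tunicamycin wells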
CaV13 FRET inh = Primary screen for inhibitors of IQ motif and Ca2+-dependent inactivation inhibitor domain binding in CACNA1D, Förster resonance energy transfer in living cells, …. HEK cells, CFP/YFP FRET ICDI-IQ, plate reader, 10 min; percent FRET-ratio fall versus neutral wells. AID 743397. hit rate 0.098% among 340,000. inhibition, % at 12.3 µM;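 active means mean replicate inhibition of at least 30% and at least 1% of replicates passing that level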;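 further: 0% = median of the neutral control wells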
ABCB6 inh MLPCN = human ABCB6 transporter inhibition. hit rate 0.19% among 360,000. AID 602162. K562-ABCB6 porphyrin accumulation, flow cytometry, 1 h; active compounds read low. fluorescence ratio to DMSO, % at 10 µM;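 active means fluorescence ratio to DMSO below 75%, the collection mean minus 3 SD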;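 further: signal is porphyrin accumulated inside mitochondria; 100% equals median channel fluorescence of DMSO control wells; lower ratio means ABCB6 inhibition with less porphyrin fluorescence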
m5-HT2A agonist = mouse HTR2A agonism via beta-arrestin recruitment; hit rate 0.66% among 360,000; CHO-K1 mHTR2A beta-arrestin complementation, luminescence; percent of 30 µM serotonin response; AID 624169; activation, % at 7.6 µM;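 active means activation above a run cutoff, the mean activation of all tested compounds plus 3 SD, cut at about 14% in these data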;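 further: 0% = plate median of compound wells and 100% = 30 µM serotonin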
Target sequence (P35363 whole entry, looked up): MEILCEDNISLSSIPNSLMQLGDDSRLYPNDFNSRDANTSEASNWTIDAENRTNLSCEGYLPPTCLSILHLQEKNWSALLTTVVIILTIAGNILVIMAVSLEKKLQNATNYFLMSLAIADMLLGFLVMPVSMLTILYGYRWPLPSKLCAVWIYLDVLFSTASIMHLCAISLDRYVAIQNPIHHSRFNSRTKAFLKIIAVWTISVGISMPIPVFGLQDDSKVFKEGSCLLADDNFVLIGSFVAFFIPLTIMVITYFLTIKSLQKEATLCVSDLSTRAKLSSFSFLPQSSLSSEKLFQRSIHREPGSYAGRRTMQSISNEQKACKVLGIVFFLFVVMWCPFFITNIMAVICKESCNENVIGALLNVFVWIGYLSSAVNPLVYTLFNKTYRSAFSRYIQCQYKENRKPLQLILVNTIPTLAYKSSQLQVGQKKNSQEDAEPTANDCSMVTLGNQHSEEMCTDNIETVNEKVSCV
Numbers without * were called inactive; x = no result given. Compounds were not picked by outcome; 3.1% or so of the library scored in one or more.

#	Molecule	Exocytosis inh	Cardio protect	PDI inh	iPSC survival up	aDG glyco up
1	CCN1CCN(c2ccc(NC(=O)c3ccc(C#N)cc3F)cc2Cl)CC1	-1	6	7	2.4	0.2
2	C/C(=N\n1c(C)nc2ccccc2c1=O)c1ccc(N)cc1	7	-1	-7	-0.6	-0.1
3	Cc1cccc(NCc2ccccc2O)c1	-1	-3	11	-0.1	0.6
4	CCCOc1ccc(C(=O)CCN2CCCCC2)cc1	22	-8	1	-4.5	1.2
5	NC(=O)c1ccc(NC(=O)COC(=O)c2cc3c(s2)CCC3)cc1	-10	9	-1	-0.7	0.0
6	COC(=O)C1=CN(C(C)c2ccccc2)C=C(C(=O)OC)C1c1cc(OC)c(OC)c(OC)c1 (centres undefined)	-5	2	9	-0.6	0.6
7	CCc1nc2ccc(C(=O)NCc3ccccc3OC)cn2c1N(C)C(=O)Cc1ccccc1	4	12	-15	-1.0	-0.3
8	Cc1c(Br)c([N+](=O)[O-])nn1CC(=O)NCC1CCCO1 (centres undefined)	-3	3	-14	-0.7	0.2
9	CC12CN3CCN(CC(C3)C1(O)CN1CCCCC1)C2 (centres undefined)	-1	9	1	3.2	0.8
10	CC1CCCCC1NC(=O)c1cccc(S(=O)(=O)N2CCN(C)CC2)c1 (centres undefined)	-1	-5	-7	-0.5	0.0
11	CNC(=O)c1[nH]nc2c1CCc1cc(OC)ccc1-2	-9	-4	-25	-0.5	0.1
12	O=C(NC(=S)N1CCCC1)c1cccc([N+](=O)[O-])c1	-4	9	-7	-0.5	0.2
13	CC(=O)c1ccc(NS(=O)(=O)c2ccc3c(c2)CCC(=O)N3)cc1	-2	4	4	1.3	-0.4
14	COc1cc(CNC(=O)c2ccc3c(c2)S(=O)(=O)c2ccccc2C3=O)cc(OC)c1	-7	10	-1	-2.1	0.0
15	Cc1ccc(S(=O)(=O)N(C)C)cc1NC(=O)COC(=O)c1c(C)noc1C	-1	-1	-2	-2.1	-0.3

#	Vif inh	Glyco luc inh	CaV13 FRET inh	ABCB6 inh MLPCN	m5-HT2A agonist
1	-3	-4	3	98	-9
2	18	0	-4	100	9
3	-14	-1	-5	102	3
4	-5	-5	x	100	-5
5	29	-3	-9	92	7
6	-5	0	-3	109	8
7	-4	2	-5	98	1
8	5	2	-6	93	4
9	-2	4	-6	102	5
10	-2	-2	-2	99	-1
11	-1	4	-18	98	4
12	1	0	-6	96	-5
13	11	-2	-2	97	2
14	5	0	-6	92	2
15	4	-1	-1	92	0

Overlap with the part before: six compounds, followed by the next part.
#	Molecule	Exocytosis inh	Cardio protect	PDI inh	iPSC survival up	aDG glyco up
10	CC1CCCCC1NC(=O)c1cccc(S(=O)(=O)N2CCN(C)CC2)c1 (centres undefined)	-1	-5	-7	-0.5	0.0
11	CNC(=O)c1[nH]nc2c1CCc1cc(OC)ccc1-2	-9	-4	-25	-0.5	0.1
12	O=C(NC(=S)N1CCCC1)c1cccc([N+](=O)[O-])c1	-4	9	-7	-0.5	0.2
13	CC(=O)c1ccc(NS(=O)(=O)c2ccc3c(c2)CCC(=O)N3)cc1	-2	4	4	1.3	-0.4
14	COc1cc(CNC(=O)c2ccc3c(c2)S(=O)(=O)c2ccccc2C3=O)cc(OC)c1	-7	10	-1	-2.1	0.0
15	Cc1ccc(S(=O)(=O)N(C)C)cc1NC(=O)COC(=O)c1c(C)noc1C	-1	-1	-2	-2.1	-0.3
16	COC(=O)c1cc(-c2ccc(Br)cc2)c2c(=O)n(C)c(=O)n(C)c2n1	-6	-4	-7	-0.1	0.0
17	CC(C)CNC(=S)N(CCCN(C)C)Cc1cc2cc3c(cc2[nH]c1=O)OCCO3	-5	1	3	-0.5	0.0
18	CCn1c(SCC(=O)Nc2ncc(C(F)(F)F)cc2Cl)nnc1-c1ccccc1	3	0	-3	-3.1	0.2
19	Cc1ccc(NC(=O)c2ccc(F)cc2)cc1S(=O)(=O)N1CCCCCC1	1	-7	4	0.5	-0.2
20	O=C(COC(=O)/C=C/c1ccc(S(=O)(=O)N2CCCCCC2)cc1)NCc1ccccc1Cl	-1	-3	6	-2.1	-0.1
21	COc1ccc(N(CC(=O)NCc2ccco2)S(C)(=O)=O)cc1OC	-3	8	-7	-1.5	-0.1
22	Cn1c(-c2ccc(C(=O)c3ccccc3)s2)nc2ccccc21	-4	-16	-3	-5.3	0.9
23	Cc1noc(C)c1C(=O)N1CCC1(C)C(=O)NS(=O)(=O)c1ccc(C#N)cc1 (centres undefined)	-4	5	18	-2.3	0.1
24	O=[N+]([O-])c1ccc(NC(=S)NCCc2ccc(F)cc2)cc1	6	-16	3	-1.9	0.2
25	CCOc1ncccc1C(=O)NCc1cccc(OC)c1	-2	0	-6	0.4	0.1
26	Cc1cc2ccccc2cc(C)c1=O	8	-1	2	0.9	0.0
27	CC(C)(C)Nc1nc(SCC(=O)Nc2ccccc2Cl)nc(N2CCOCC2)n1	6	-2	-10	0.4	-0.1
28	Cc1cc(C)n(CCCNC(=O)c2ccco2)n1	-1	7	1	1.6	-0.1
29	CSCC[C@H](NC(=O)NC1CCCC1)C(=O)O	1	-7	-2	-0.1	0.0
30	Cc1ccc(NC(=O)OCc2cn(-c3ccc(Cl)cc3)nn2)cc1	-8	-1	-4	-2.3	-0.1

#	Vif inh	Glyco luc inh	CaV13 FRET inh	ABCB6 inh MLPCN	m5-HT2A agonist
10	-2	-2	-2	99	-1
11	-1	4	-18	98	4
12	1	0	-6	96	-5
13	11	-2	-2	97	2
14	5	0	-6	92	2
15	4	-1	-1	92	0
16	-3	-3	-5	98	1
17	-4	7	-3	97	3
18	8	-1	-7	114	8
19	-16	-7	-3	96	-7
20	-8	-1	-14	98	1
21	1	-2	-3	98	0
22	14	-12	-6	99	-1
23	-10	1	-6	97	-3
24	-8	-14	-6	90	-8
25	0	-2	-6	96	0
26	5	4	-4	96	1
27	-5	-5	-5	89	-7
28	-1	1	-4	102	10
29	-6	0	2	101	-1
30	-1	2	-1	95	7

An excerpt from above in order of molecular weight, ascending.
#	Molecule	Exocytosis inh	Cardio protect	PDI inh	iPSC survival up	aDG glyco up
28	Cc1cc(C)n(CCCNC(=O)c2ccco2)n1	-1	7	1	1.6	-0.1
24	O=[N+]([O-])c1ccc(NC(=S)NCCc2ccc(F)cc2)cc1	6	-16	3	-1.9	0.2
16	COC(=O)c1cc(-c2ccc(Br)cc2)c2c(=O)n(C)c(=O)n(C)c2n1	-6	-4	-7	-0.1	0.0

#	Vif inh	Glyco luc inh	CaV13 FRET inh	ABCB6 inh MLPCN	m5-HT2A agonist
28	-1	1	-4	102	10
24	-8	-14	-6	90	-8
16	-3	-3	-5	98	1

The listing continues:
#	Molecule	Exocytosis inh	Cardio protect	PDI inh	iPSC survival up	aDG glyco up
31	COc1ccc(CNc2nc3ccc(C)cc3s2)c(OC)c1OC	0	-1	5	-0.1	0.1
32	CCS(=O)(=O)N1CCN(S(=O)(=O)c2ccccc2)CC1	-2	0	-9	5.0	0.1
33	O=C(NCc1ccccc1)c1nc[nH]c1C(=O)NCc1ccccc1	4	6	-2	-1.5	-0.6
34	Cn1ncc(Br)c1NC(=O)c1cc(Cl)cc(Cl)c1	-12	1	-3	-0.1	-0.1
35	COC(=O)c1ccc(OCc2nc(N)nc(N3CCOCC3)n2)cc1	2	-11	-6	-2.4	-0.1
36	CCCCn1c2nc3ccccc3nc2c2c(=O)n(CCC)cnc21	-4	13	2	-1.5	-0.2
37	CCOc1ccc(N2CC(C(=O)NCCCc3ccccc3)CC2=O)cc1 (centres undefined)	0	-4	-12	1.0	0.2
38	CCN(CC)CCOC(=O)c1ccc(N/C=C(/C#N)c2nc(-c3ccc(OC)cc3)cs2)cc1	64*	-4	-1	-0.8	0.7
39	COc1ccc(CNC(=O)CCSCc2ccccc2Cl)c(OC)c1	-3	-4	0	-0.6	0.0
40	O=C(O)CSc1cc(C(=O)c2ccccc2O)cn2c(=O)c3c(-c4ccccc4)csc3nc12	10	6	9	-0.7	0.3
41	O=C(c1cc(-c2ccccc2O)on1)N1CCOCC1	-10	-5	11	0.3	0.0
42	Cc1ccc2[nH]c(=O)c3cc(C(=O)N(CCCOC(C)C)Cc4ccco4)sc3c2c1	-6	42	x	0.6	0.0
43	COc1ccc(NC(=O)[C@H](C)NC(N)=O)cc1S(=O)(=O)Nc1cc(C)ccc1Br	1	-4	2	-0.1	0.0
44	O=C1c2ccccc2C(=O)N1SC1CCCCC1	87*	-40	7	0.4	0.2
45	Cc1nnc(N/N=C\c2ccc(-c3ccccc3[N+](=O)[O-])o2)n1N	7	-24	4	-2.0	0.4
46	COc1ccc(C(=O)OCC(=O)NC(=O)CCSc2ccccc2)cc1	-3	-7	4	1.1	-0.5
47	Cc1ccc(-n2c(=O)c3cc4c(=O)n(-c5ccc(C)c(C)c5)c(=O)c4c(C(=O)c4ccc(C(=O)O)cc4)c3c2=O)cc1C	-1	1	0	0.6	0.0
48	CCSc1ccc2c(c1)N(CCCN1CCN(C)CC1)c1ccccc1S2	34	3	7	-1.8	0.7

#	Vif inh	Glyco luc inh	CaV13 FRET inh	ABCB6 inh MLPCN	m5-HT2A agonist
31	-13	1	-2	99	-6
32	-2	-2	-4	94	3
33	-6	1	-7	92	-7
34	-5	0	x	101	-5
35	4	1	x	95	1
36	1	4	x	96	4
37	-3	-1	-3	98	6
38	5	-7	-19	437	-11
39	2	-1	-5	104	-2
40	11	1	-18	103	-2
41	-5	-1	-7	167	14
42	x	5	1	101	-1
43	-7	2	-20	90	-3
44	-4	-3	-5	100	3
45	-2	18	-5	98	3
46	3	0	-18	104	1
47	-3	1	-10	95	6
48	-1	-2	-5	93	-9

Single records, as listed above. Values in the order: Exocytosis inh, Cardio protect, PDI inh, iPSC survival up, aDG glyco up, Vif inh, Glyco luc inh, CaV13 FRET inh, ABCB6 inh MLPCN, m5-HT2A agonist
Shown for `Cc1cccc(NCc2ccccc2O)c1` : -1, -3, 11, -0.1, 0.6, -14, -1, -5, 102, 3
Shown for `Cn1ncc(Br)c1NC(=O)c1cc(Cl)cc(Cl)c1` : -12, 1, -3, -0.1, -0.1, -5, 0, x, 101, -5
